# Assay outcomes deposited in PubChem BioAssay by several laboratories.
# TNAP activation fold – human TNAP enzyme activators, primary screen, biochemical, luminescent, no phosphate acceptor, uHTS (AID 1001). purified TNAP, luminescent activation assay, no phosphate acceptor; higher activation fold means a stronger effect. one-dose activation fold at 20 µM; EC50 in µM for titrated hits. 200,000 compounds, 0.03% hits; in the data active means activation fold from about 3, or a potency from the dose series; inactive means the rest, 99 in 100 with activation fold below about 1.6; further: many of its hits are not listed in these tables
# LYP phosphatase – inhibitors of LYP phosphatase, biochemical, fluorescence intensity, uHTS (AID 1779) | Tyrosine-protein phosphatase non-receptor type 22 (Homo sapiens) | recombinant LYP phosphatase, fluorescence intensity; higher % means a stronger effect | inhibition, % at 11.5 µM, or IC50 in µM where a hit was titrated | 290,000 compounds, 0.054% hits;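 further: plate controls were vehicle with enzyme for no effect and no enzyme for full effect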
# XIAP antagonists – XIAP antagonists, biochemical, IAP family, fluorescence polarization (AID 1018) | XIAP BIR domain, fluorescence polarization peptide displacement; higher % means a stronger effect | one-dose displacement, % at 20 µM; IC50 in µM for titrated hits | 200,000 compounds, 0.007% hits; in the data active means displacement above about 50%; further: a part of the inactive calls stands beside numbers as strong as those of hits
# Yfh1-depleted yeast – enhancers of respiration in Yfh1-depleted yeast, dose response, Friedreich's ataxia, plus single-dose screen (AID 1465); S. cerevisiae Yfh1-off respiration, WST-1 reduction, 72 h; higher fold induction means a stronger effect; fold induction at 50 µM, or EC50 in µM where a hit was titrated; 220,000 compounds, 0.074% hits;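 active means fold induction of absorbance versus untreated yeast above a set limit, then at least 30% activation at any dose in follow-up; inconclusive means repeats straddling the limit, or above it without dose testing; inactive means fold induction below the set limit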;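 further: activators that raise dye reduction in frataxin-depleted yeast; strong numbers were not always called active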
# human PMI inhibitors – human PMI inhibitors, high substrate, primary screen, biochemical, fluorescence intensity, high mannose 6-phosphate (AID 1220); recombinant PMI enzyme, coupled fluorescence intensity; higher % means a stronger effect; Mannose-6-phosphate isomerase (Homo sapiens); one-dose inhibition, % at 20 µM; IC50 in µM for titrated hits; 190,000 compounds, 0.66% hits
# WT yeast gro inh – growth inhibition of WT strain, primary screen, mitochondrial fusion inhibitor project, WT and mutant strains, chemical genetic; mitochondrial fusion phenotypic screen; inhibition, % at 10 µM; 190,000 compounds, 2.1% hits; in the data active means inhibition above about 58%; tested in S. cerevisiae
# M17LAP inhibition – P. falciparum M17LAP inhibitors, primary screen, biochemical, fluorogenic H-Leu-NHMec substrate, 1536-well (AID 1619). Leucine aminopeptidase (Plasmodium falciparum (isolate 3D7)). recombinant M17LAP, H-Leu-NHMec fluorogenic kinetic assay; higher % means a stronger effect. inhibition, % at 30 µM, or IC50 in µM where a hit was titrated. 220,000 compounds, 0.38% hits;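 active means compound inhibiting the enzyme by more than half at any dose during confirmatory dose-response retesting; inconclusive means strong single-dose inhibitors picked by rank but not retested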;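 further: plate controls were full reaction with DMSO carrier for no effect and no enzyme background for full effect; strong numbers were not always called active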
# P. falciparum M1AAP – P. falciparum M1AAP inhibitors, biochemical, fluorogenic H-Leu-NHMec substrate, 1536-well (AID 1445). 220,000 compounds, 0.42% hits. recombinant M1AAP, H-Leu-NHMec fluorogenic kinetic assay; higher % means a stronger effect. inhibition, % at 30 µM; hits with a dose series show IC50 in µM. Aminopeptidase N (Plasmodium falciparum (isolate 3D7));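 active means primary inhibition above the hit cutoff, then over 50% inhibition at one or more dose response concentrations, cut at about 23% in these data, passing the limit was not always enough; inconclusive means conflicting primary data, or primary hits not chosen for dose response; inactive means low primary inhibition, or under 50% at every dose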;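 further: plate controls were DMSO full reaction for no effect and no enzyme background for full effect; strong numbers were not always called active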
# PMI inhibitors – inhibitors of human PMI, primary screen, biochemical, fluorescence intensity, coupled assay (AID 1209); Mannose-6-phosphate isomerase (Homo sapiens); purified PMI enzyme, coupled fluorescence intensity; higher % means a stronger effect; inhibition, % at 20 µM, or IC50 in µM where a hit was titrated; 190,000 compounds, 0.42% hits;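 further: plate controls were DMSO vehicle for no effect and wells lacking substrate for full effect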
# WT yeast gro inh mutant strain – second read-out of WT yeast gro inh, no call of its own (marks repeat the call); inhibition, %; mitochondrial fusion phenotypic screen, mutant strain inhibition
# Active calls of the source: *; i = inactive; ? = inconclusive; / = no result given; & = joins results of further samples. Unless noted, no stated cut-off is given here; in the data, active means inhibition above about 50%; inactive means the rest.
SMILES,TNAP activation fold,LYP phosphatase,XIAP antagonists,Yfh1-depleted yeast,human PMI inhibitors,WT yeast gro inh,WT yeast gro inh mutant strain,M17LAP inhibition,P. falciparum M1AAP,PMI inhibitors
CCOC(=O)c1c(C#N)cnn1-c1ccc(C)cc1,1.2,-7%,1.1%,i,6%,6,4,4%,1%,6%
CCOc1cc(CNCC(O)c2ccccc2)cc(Cl)c1OC (stereo not given),1.1,-6%,-5.5%,i,-13%,-18,12,-9%,8%,-15%
COc1ccc(N2C(=O)CS(=O)C(c3ccccc3)C2=O)cc1 (stereo not given),1.2,2%,-5.6%,i,-48%,16,5,-8%,2%,2%
Cc1[nH]c2ccccc2c1C(=O)C(=O)NCCCn1ccnc1,1,-2%,-0.3%,i,-15%,-4,-6,30%,10%,-6%
CCCCOC(=O)CCn1[nH]c(=O)c2ccccc2c1=O,0.9,-6%,-1.8%,i,0%,-22,-9,-8%,1%,-5%
CC(=O)c1ccc(C(=O)N2CCC(CO)(Cc3cccc(C(F)(F)F)c3)CC2)cc1,1,-10%,-3.6%,i,-3%,9,-3,1%,4%,1%
COc1cccc(CNC(=O)CCn2c(=O)oc3ccccc32)c1,1.1,1%,-2.5%,i,4%,0,-3,-6%,-5%,3%
NS(=O)(=O)c1ccc(NC(=O)CCC2CCCCC2)cc1,1.1,-6%,-3.4%,i,-4%,-11,3,4%,3%,2%
COc1cc(OC)cc(-c2nnc(SCC(=O)N3CCOCC3)o2)c1,1.1,-5%,3.2%,i,0%,3,10,6%,-5%,-4%
COc1cccc(CNC(C)(C)CO)c1OCc1ccc(Cl)cc1,1,-13%,-1.1%,i,8%,-4,6,2%,-1%,2%
c1ccc(CNc2nc(-c3cccs3)nc3ccccc23)nc1,1.1,-6%,-5.8%,i,13%,-4,-15,-2%,-2%,14%
CCCOC(=O)Nc1ccc(S(=O)(=O)Nn2cnnc2)cc1,1.2,-3%,-3.4%,i,-8%,13,-10,-7%,-2%,-7%
COc1cc2c(cc1OC)C(c1cccnc1)CC(=O)N2 (stereo not given),0.9,1%,-11%,i,0%,11,-16,-9%,0%,2%
CC(C)C(NC(=O)CN1C(=O)c2ccccc2S1(=O)=O)C(C)C,1.1,-7%,/,i,-10%,-2,2,-1%,11%,-6%
Cc1cc(NC(=O)c2cccc(S(=O)(=O)N(C)C)c2)n(-c2ccccn2)n1,1,-1%,-14%,i,13%,-4,-10,5%,0%,18%
Cc1nnc(SCc2cccs2)[nH]c1=O,1,-6%,-8.6%,i,-1%,-19,-6,9%,2%,1%
CC(C)c1ccc2[nH]c(O)c(N=NC(=O)c3cccc(S(=O)(=O)N4CCCCC4)c3)c2c1,1.1,6%,-4.2%,i,42%,2,10,5%,6%,9%
CC(OC(=O)c1ccccc1Br)C(=O)Nc1nc(-c2cccc([N+](=O)[O-])c2)cs1 (stereo not given),1.1,2%,-3.8%,i,22%,15,-1,-1%,5%,18%
CCN(CC)c1nc(Nc2ccccc2)nc(Oc2ccc(=O)n(C)n2)n1,0.9,-1%,-7.1%,i,-12%,-1,13,5%,0%,-5%
CCOC(=O)c1c(NC(=O)CSc2nnc(C)c(=O)[nH]2)sc2c1CCCC2,1,-4%,-11%,i,-3%,-10,-1,9.3µM*,62µM*,0%
Cc1ccc(S(=O)(=O)N(C)c2cc(S(=O)(=O)Nc3ccncc3)c(C)cc2C)cc1,0.9,-9%,-3.3%,i,-16%,-8,-9,11%,11%,-9%
CCc1nc(SCc2cccnc2)[nH]c(=O)c1C,1.1,-3%,0.2%,i,5%,-6,5,18%,?,1%
COc1ccc(Br)cc1CN1CCN(C(=O)c2ccc(F)cc2)CC1,1.1,-6%,3.6%,i,6%,13,0,/,/,7%
O=C1Nc2ncccc2OC1CCCl (stereo not given),1,-12%,-9.1%,/,-10%,4,2,1%,5%,-3%
N#C/C(=C\c1ccc(Cl)cc1)c1nc2ncccc2[nH]1,1.1,-4%,-2.1%,i,16%,45,53,-3%,3%,13%
CCC(C)OC(=O)c1cc(C)nc2c(Br)cc(Br)cc12 (stereo not given),1,-4%,-27%,i,0%,10,-1,0%,0%,-4%
CCOC(=O)c1sc(N)c(C(=O)Nc2ccccc2OC)c1C,1.2,1%,1.6%,i,34%,26,-11,14%,6%,60%*
COc1ccccc1N1CCN(C(c2cccs2)C(C)NC(=O)c2cccs2)CC1 (stereo not given),1.1,4%,-5.7%,i,27%,24,3,-17%,8%,19%
Clc1ccc(/C=C\c2nccc3c2[nH]c2ccccc23)cc1,1.1,-19%,-13%,i,8%,47,28,-2%,7%,4%
Cc1ccc2c(c1)S/C(=C/c1ccc[n+](CCO)c1)N2C,0.9,-4%,-8.3%,i,10%,37,21,5%,18%,11%
COc1ccc(C(=O)N(CC2CCCO2)C(C(=O)NC2CCCC2)c2ccc(Cl)cc2)cc1OC (stereo not given),1.2,-5%,-4.8%,i,7%,-2,-12,5%,-4%,5%
Cc1ccc(S(=O)(=O)N2CCCC(C(=O)N3CCCc4ccccc43)C2)cc1 (stereo not given),1.1,-8%,-5.0%,i,3%,-13,0,-9%,0%,8%
CCC(C)(C(=O)NC1CCCCC1)N(Cc1ccco1)C(=O)c1ccc2c(c1)OCO2 (stereo not given),1.1,2%,-12%,i,-1%,-5,-1,6%,-4%,2%
Cc1cccc(NC(=O)c2ccccc2-c2ccccc2)c1,1.1,0%,-2.0%,i,4%,3,11,2%,9%,5%
C=CC(=O)N=c1sc2ccccc2n1-c1ccccc1,1.1,3%,-6.5%,i,14%,-18,-42,-2%,2%,5%
Cc1ccc(CSc2nnc3ccc(-c4ccncc4)nn23)cc1,1.1,-2%,1.3%,i,-10%,-7,2,4%,2%,-8%
COc1cc(C)c(NC(=O)C(=S)NCCc2ccccc2)cc1C,2,0%,-2.8%,i,14%,5,15,1%,4%,16%
CCC(=O)Nc1cccc(NC(=O)c2ccc3c(c2)OCCO3)c1,1,-4%,-6.4%,i,-17%,9,9,8%,9%,-1%
CCOc1ccc(NC(=O)CCC(=O)NNS(=O)(=O)c2ccccc2[N+](=O)[O-])cc1,1.1,-9%,-9.8%,i,-16%,-6,-8,50%,-1%,-7%
COc1cccc(CN(C)Cc2nc(Cc3ccccc3Cl)no2)c1,1.1,-4%,-0.7%,i,4%,1,3,-9%,5%,12%
Cc1ccc(C)c(Cn2nnc3c(=O)[nH]c(C(=O)NCC4CCCO4)nc32)c1 (stereo not given),1.1,-3%,1.1%,i,-3%,-9,1,-243%,4%,-2%
CCOc1ccc(C(C)(C)C)cc1S(=O)(=O)N1CCOCC1,1.1,-4%,-3.6%,i,5%,27,32,2%,5%,11%
Cc1nn2c3ccccc3n(C)c2nc1=O,1.1,-4%,-2.8%,i,3%,-5,-4,3%,7%,5%
COc1ccccc1/C=N/NC(=O)Cn1cnc([N+](=O)[O-])n1,1.1,4%,-2.4%,i,-1%,0,-6,6%,0%,-5%
CCOC(=O)Cc1nnc(NC(=O)c2ccco2)s1,1.1,-9%,-10%,i,9%,-18,1,8%,4%,3%
COc1ccccc1NC(=O)N(CCN(C)C)Cc1cc2cc(C)ccc2[nH]c1=O,1.1,-7%,-9.4%,i,3%,-1,-1,4%,11%,5%
CCN=C1NN=C(c2cc(C)n(CCc3ccccc3)c2C)CS1,1.2,-6%,50%,i,-116%,2,2,0%,3%,-64%
Cc1cccc(NC(=O)c2ccc(S(=O)(=O)N(C)C)cc2)c1,1.1,1%,-3.7%,i,6%,5,0,-6%,13%,5%
CCOCCCNC(=O)c1ccc(Cn2c(=O)[nH]c3ccsc3c2=O)cc1,1.1,-10%,-2.5%,i,2%,-17,-3,-1%,-8%,-6%
COc1ccc(CCNC(=O)Cc2c(Cl)cccc2Cl)cc1,1,-7%,-5.0%,i,-20%,28,-15,1%,0%,-30%

# Three compounds out of the list above, ordered by their value in M17LAP inhibition, ascending:
SMILES	TNAP activation fold	LYP phosphatase	XIAP antagonists	human PMI inhibitors	WT yeast gro inh mutant strain	M17LAP inhibition	P. falciparum M1AAP	PMI inhibitors
CCOCCCNC(=O)c1ccc(Cn2c(=O)[nH]c3ccsc3c2=O)cc1	1.1	-10%	-2.5%	2%	-3	-1%	-8%	-6%
CCOc1ccc(C(C)(C)C)cc1S(=O)(=O)N1CCOCC1	1.1	-4%	-3.6%	5%	32	2%	5%	11%
COc1ccccc1NC(=O)N(CCN(C)C)Cc1cc2cc(C)ccc2[nH]c1=O	1.1	-7%	-9.4%	3%	-1	4%	11%	5%

# Next entries follow.
SMILES,TNAP activation fold,LYP phosphatase,XIAP antagonists,Yfh1-depleted yeast,human PMI inhibitors,WT yeast gro inh,WT yeast gro inh mutant strain,M17LAP inhibition,P. falciparum M1AAP,PMI inhibitors
c1ccc(-c2nc[nH]c2-c2ccccc2)cc1,1.1,-7%&0%,-6.0%,i,2%,7,13,2%&-6%,-2%&-5%,10%
CCOc1ccccc1NC(=O)c1ccccc1N(C)S(C)(=O)=O,1.1,4%,2.2%,i,15%,6,-9,14%,2%,20%
COC(=O)c1ccsc1NC(=O)c1ccc2c(c1)OCCO2,/,-6%,/,i,/,22,11,6%,4%,/
O=C(Nc1ccccc1N1CCN(c2ccc(F)cc2)CC1)C12CC3CC(CC(C3)C1)C2,1,-4%,0.0%,i,12%,45,1,-3%,-1%,9%
CN(C(=O)c1sc2nc(N3CCOCC3)c3c(c2c1N)CCCC3)c1ccccc1,1.1,4%,-0.8%,i,0%,29,-11,8%,-1%,28%
CCNS(=O)(=O)c1ccc(CCC(=O)Nc2ccc(C(=O)OC)cc2)cc1,0.8,2%,-9.9%,i,-17%,5,6,4%,4%,-20%
CCSc1nnc(NC(=O)c2c(-c3ccccc3Cl)noc2C)s1,1.1,-4%,-6.1%,i,0%,13,0,12%,2%,0%
Oc1cccc(Nc2nc(O)c(/C=C3\C=Nc4ccccc43)s2)c1,/,4%,/,i,/,/,/,-1%,8%,/
Cc1ccc(C(=O)N2CCN(C(=O)CN3CCCC3)C2)cc1,1.1,0%,-4.2%,i,1%,14,20,10%,7%,1%
COc1ccc(NC(=O)c2cccnc2Nc2ccccc2)cc1,1.1,1%,-14%,i,9%,8,4,5%,10%,10%
O=c1c(C(c2ccc(Br)cc2)c2c(O)nc3n(c2=O)CCS3)c(O)nc2n1CCS2,/,-7%,/,i,/,/,/,17%,10%,/
COc1ccc(C(=O)n2nnc3ccccc32)cc1OC,1,-4%,-3.4%,i,6%,1,-7,17%,3%,-7%

# Quoted from the listing:
# P. falciparum M1AAP, O=c1c(C(c2ccc(Br)cc2)c2c(O)nc3n(c2=O)CCS3)c(O)nc2n1CCS2 stands at 10%
# WT yeast gro inh mutant strain, CCOc1ccccc1NC(=O)c1ccccc1N(C)S(C)(=O)=O stands at -9
# WT yeast gro inh mutant strain, Cc1ccc(C(=O)N2CCN(C(=O)CN3CCCC3)C2)cc1 stands at 20
